High-throughput results deposited in PubChem by several laboratories.
F-actin modifier: cytoskeleton assembly modification; HUVEC TNFa F-actin phalloidin imaging, high content; inhibition, % at 2 µM; actives 0.18% (n = 91,000); AID 836;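 active = inhibition above the batch mean plus 3 SD and confirmed as a hit by visual image inspection, cut at about 30% in these data, passing the limit was not always enough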; also: strong numbers were not always called active
HUVEC tox IL1B: toxic to HUVEC cells under IL-1B stimulation | HUVEC cell count loss, Hoechst imaging, IL-1B stimulated | cell count reduction, % at 2 µM | actives 0.41% (n = 94,000) | AID 845;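 active = cell count reduction more than 3 SD above the screen-wide mean, cut at about 70% in these data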;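 also: normalized per plate to untreated control cells as the no-loss baseline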
VCAM1 TNFa inh: reduces TNF alpha induced VCAM1 expression in HUVEC | inhibition, % at 2 µM | AID 802 | actives 0.48% (n = 95,000) | HUVEC TNFa-induced VCAM-1 immunofluorescence, high-content imaging;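 active = inhibition above the batch mean plus 3 SD, with images confirmed as a hit by eye, cut at about 37% in these data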;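 also: 0% = TNF-stimulated DMSO wells and 100% = unstimulated control wells; not every result past the cut was called active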
PTPN22 act: increases human PTPN22 phosphatase activity. Q9Y2R2. recombinant LYP, DiFMUP fluorescence; 0 = plate median, 100 = signal doubled. activation, % at 2 µM. actives 0.11% (n = 96,000). AID 697;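 active = activation at 2 µM above a set limit, the mean plus 5 SD, cut at about 37% in these data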
Target sequence (Q9Y2R2 whole entry, looked up): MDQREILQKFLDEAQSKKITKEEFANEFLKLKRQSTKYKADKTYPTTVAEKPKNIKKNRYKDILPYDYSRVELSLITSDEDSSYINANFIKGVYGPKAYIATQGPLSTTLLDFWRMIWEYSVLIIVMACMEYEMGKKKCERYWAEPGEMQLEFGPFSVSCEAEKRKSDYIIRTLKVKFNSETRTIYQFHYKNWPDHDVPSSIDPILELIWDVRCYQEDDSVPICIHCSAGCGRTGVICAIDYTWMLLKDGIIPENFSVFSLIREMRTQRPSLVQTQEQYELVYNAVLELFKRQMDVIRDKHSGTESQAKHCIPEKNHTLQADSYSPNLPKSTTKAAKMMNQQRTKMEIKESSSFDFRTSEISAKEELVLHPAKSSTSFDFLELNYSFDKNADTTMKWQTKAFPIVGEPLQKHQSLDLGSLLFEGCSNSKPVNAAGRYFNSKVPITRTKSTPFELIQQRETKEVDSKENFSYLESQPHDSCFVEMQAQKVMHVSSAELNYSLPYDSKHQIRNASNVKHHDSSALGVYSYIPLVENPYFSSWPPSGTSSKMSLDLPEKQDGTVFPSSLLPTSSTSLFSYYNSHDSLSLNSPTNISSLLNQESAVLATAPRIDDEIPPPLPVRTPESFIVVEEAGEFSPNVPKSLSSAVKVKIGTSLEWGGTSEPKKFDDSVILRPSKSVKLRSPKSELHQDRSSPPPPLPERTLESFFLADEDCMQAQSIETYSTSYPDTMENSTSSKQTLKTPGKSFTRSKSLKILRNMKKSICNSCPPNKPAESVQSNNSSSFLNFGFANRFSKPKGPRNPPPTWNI
ERa coact inh: blocks coactivator binding to human estrogen receptor alpha; P03372; TR-FRET ER-alpha LBD / SRC-1 peptide, estradiol-bound; inhibition, % at 25.6 µM; actives 1.7% (n = 86,000); AID 629; in the data active = inhibition above about 50%;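 also: 0% = receptor plus peptide control and 100% = peptide only without receptor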
TNFa cytotox: toxic to HUVEC cells under TNF alpha stimulation. HUVEC TNFalpha-stimulated, Hoechst cell count, imaging. cell count reduction, % at 2 µM. actives 0.17% (n = 93,000);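 active = cell count reduction exceeding the screen mean by over 5 SD, scaled to untreated wells per plate, cut at about 78% in these data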;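 also: cells counted after 24 h of TNF alpha exposure following the 1 h pretreatment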
LYP inh 2: inhibitors of human LYP (PTPN22) phosphatase; Q9Y2R2; inhibition, % at 2 µM; recombinant LYP catalytic domain, DiFMUP fluorescence; actives 0.21% (n = 96,000); AID 640;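 active = inhibition at 2 µM at or above a set limit, the screen mean plus 3 SD, cut at about 24% in these data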;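 also: 0% = DMSO with enzyme and 100% = enzyme fully blocked by orthovanadate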
FAK inh: inhibitors of human focal adhesion kinase; AID 727; inhibition, %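 (tested at 7 µM)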; biochemical FAK kinase activity assay; Q05397; actives 0.84% (n = 97,000); in the data active = inhibition above about 19%;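 also: 0% = DMSO and 100% = reference compound high control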
PTK2B oligo ant: antagonists of human Pyk2 oligomerization; actives 0.83% (n = 99,000); Q293 cells, Pyk2 FERM NanoBiT luminescence; hits give low values; z-score (the deposit names both 25 µM and 10 µM);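 active = Z-score of -3 or lower, scaled per plate to the spread of control and sample wells; inactive = z-score above -3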;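 also: negative z-score means lost luminescence so less FERM oligomerization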
* marks the source's active call; other numbers are inactive results; nt = not tested or not shown; [ ] = dose if it differs, or a comment.

Values run as follows: F-actin modifier | HUVEC tox IL1B | VCAM1 TNFa inh | PTPN22 act | ERa coact inh | TNFa cytotox | LYP inh 2 | FAK inh | PTK2B oligo ant
CCCn1c(CCC(=O)O)ccc1-c1ccc(F)cc1
 : 10 | -25 | 14 | 6 | -5 | -14 | -2 | -7 | -0.3
CCOC(=O)N1CCN(C(=O)CCc2c(C)nc3nc(C)nn3c2C)CC1
 : -5 | 20 | 0 | -1 | 15 | 11 | -1 | 2 | 0.99
CC1(C)Cc2ccccc2C(=NCCCCCC(=O)O)N1
 : 2 | -14 | -34 | 0 | -9 | -30 | 0 | -2 | nt
Cn1nc(C(=O)NCC2CCCO2)c2ccccc2c1=O (configuration not stated)
 : 9 | 3 | 95* | -8 | -10 | 84* | 6 | 1 | -0.16
O=S(=O)(CCc1nc2ccccc2o1)c1ccc(Cl)cc1
 : -49 | -43 | 16 | -3 | -5 | -8 | 2 | 4 | 0.2
Cc1ccc(CSCCNC(=O)/C=C/c2ccccc2Cl)cc1
 : -10 | -48 | 6 | 36 | nt | 13 | -32 | -1 | -1.2
CCN(CC)CCN1C(=O)C(=O)/C(=C(/O)c2ccc(OC(C)C)cc2)C1c1ccncc1 (configuration not stated)
 : -8 | -10 | -2 | 18 | -5 | 0 | -16 | 1 | 0.32
Cc1ccc(C2=N/C(=C\N3CCCCC3)C(=O)O2)cc1
 : 16 | 4 | -28 | 2 | 5 | -12 | 0 | 3 | -0.38
COc1cccc(-n2nnc3c(=O)n(CC(=O)N4CCC(Cc5ccccc5)CC4)cnc32)c1
 : 5 | 34 | 57 | -5 | 10[fluorescence artefact?] | -4 | 2 | 9 | 0.09
C=CCN(C(=O)CNC(=O)c1ccco1)C(C(=O)NC1CCCCC1)c1ccc(F)cc1 (configuration not stated)
 : -7 | -23 | -13 | 9 | -10 | -23 | -9 | 0 | 0.27
O=C(CCn1c(=O)sc2ccccc21)Nc1cccnc1
 : -9 | 0 | -4 | -7 | -6[fluorescence artefact?] | 6 | 8 | 4 | 0.01
Cc1cccc(NC(=O)c2nc(-c3ccccc3)n(-c3ccccc3)n2)c1C
 : -17 | 11 | 38 | -3 | -5 | 16 | 2 | -2 | -2.2
CC(Nc1cc(=O)n(C)c(=O)[nH]1)c1ccccc1 (configuration not stated)
 : -2 | 10 | 6 | -4 | 0 | -37 | 5 | 3 | -0.51
O=C(CN(c1ccccc1)S(=O)(=O)c1ccccc1)NCCSc1nc2ccccc2s1
 : 10 | nt | 13 | -6 | nt | 6 | 11 | 0 | -0.2
CCCCN1CC(O)=C(c2nc3ccccc3[nH]2)C1=N
 : 4 | 15 | -4 | -12 | -3 | 10 | 11 | 7 | -0.62
CCS(=O)(=O)n1nc(NCc2cccc(OC)c2)nc1NCc1cccc(OC)c1
 : 12 | 5 | 6 | 8 | 7 | 16 | -11 | -6 | 0.66
O=C(Cn1ncc2c1-c1ccccc1OC2)Nc1ccc(S(=O)(=O)N2CCCCC2)cc1
 : 4 | -33 | 22 | -2 | 2 | -11 | 0 | -3 | nt
O=C(O)c1cccnc1NC1CCCC1
 : -4 | -8 | -5 | -8 | 7 | -7 | 10 | -2 | 1.4
COc1ccc(C)cc1S(=O)(=O)N1c2ccccc2CC1C (configuration not stated)
 : 4 | -1 | -5 | -4 | -11 | -21 | 6 | 1 | 0.91
O=C(NCCN1C(=O)CSC1=O)c1ccccc1
 : -1 | 33 | -2 | 12 | -4 | -1 | -16 | 5 | -0.47
COc1ccc(F)cc1S(=O)(=O)N1CCCN(S(=O)(=O)c2cc(F)ccc2OC)CC1
 : 7 | 39 | 4 | 3 | 1 | -6 | -4 | 0 | -1.4
COc1ccc(Oc2nc(Oc3ccc(OC)cc3)nc(Oc3ccc(OC)cc3)n2)cc1
 : -8 | -18 | 12 | 8 | -1 | -27 | -5 | -5 | -0.74
COc1ccc(C2C(C(=O)OCC(=O)N3CCCCC3)CCC(=O)N2c2ccc(OC)cc2)cc1 (configuration not stated)
 : 2 | -1 | 3 | 3 | -6[fluorescence artefact?] | -9 | -3 | -2 | -0.25
COc1ccccc1N1CCN(C(=O)C2CC=CCC2C(=O)O)CC1 (configuration not stated)
 : nt | -12 | nt | 2 | -1 | nt | 2 | -1 | 1.9
C/C=C/Cn1c(SCc2ccc(C)cc2)nc2c1c(=O)[nH]c(=O)n2C
 : nt | nt | nt | -14 | 9 | nt | 14 | -3 | -0.03
CC1CCN(c2nc3c(c(=O)n(C)c(=O)n3C)n2CCSc2nc3ccccc3s2)CC1
 : 20 | -24 | -3 | -9 | -9 | 11 | 9 | -3 | -1
CCN(CC)C(=S)SCC(=O)Nc1ccc(F)cc1
 : 9 | 15 | -9 | 4 | nt | 1 | 2 | 2 | 2.9
Cc1c(C(=O)N2CCc3ccccc32)oc2c1C(=O)CC(C)(C)C2
 : -24 | -14 | 20 | -2 | 3 | -7 | 5 | 1 | -0.86
Cc1ccc(O)c(C(=O)c2cnn(-c3ccccc3)c2)c1
 : 6 | 19 | -41 | 25 | nt | -29 | -27 | 2 | -1.3
Cc1cc(C)nc(NC(=O)CSc2nc3cc(Cl)ccc3s2)n1
 : 8 | 10 | 11 | 2 | 49 | -10 | -2 | 5 | 0.18
CC(=O)Nc1ccc(OC(=O)c2cccs2)cc1
 : 6 | -2 | -22 | 2 | nt | nt | -4 | 2 | -0.42
Cc1cc(NC(=O)CSc2ccc3ccccc3c2)no1
 : 8 | 25 | -10 | -15 | 37 | 12 | 15 | 2 | 0.1
O=C(Nc1ccc2nsnc2c1)N1CCCCC1
 : 6 | nt | 1 | 4 | 3 | -22 | -4 | 2 | -0.12
CN(Cc1cc2ccccc2[nH]c1=O)S(=O)(=O)c1ccccc1
 : -11 | -11 | -4 | 0 | -3 | 11 | 4 | 2 | -0.44
CCOc1ccc(NC(=O)C(CC)NC(=O)c2ccccc2CO)cc1 (configuration not stated)
 : nt | 12 | 5 | 4 | -3 | -2 | -5 | -7 | 0.22
CC(C)c1ccc(N2C(=O)[C@@H]3Cc4ccccc4CN3C2=O)cc1
 : 5 | -10 | nt | -15 | -3 | nt | 14 | 2 | -0.51
NS(=O)(=O)c1ccc(CCNC(=O)[C@@H]2CCCN2S(=O)(=O)c2ccccc2F)cc1
 : 24 | -23 | 8 | 11 | nt | -18 | -6 | -2 | -0.41
CC1(C)CC2CC(C)(CN2C(=O)COC(=O)c2ccc(Cl)cc2N)C1 (configuration not stated)
 : 12 | -30 | -1 | 9 | -3 | -9 | -11 | -3 | -1.2
Cc1nc(N(C)C)c2sc(=S)n(C)c2n1
 : 0 | 14 | 12 | 4 | -3 | 8 | -6 | 3 | nt
COC(=O)c1cccc(NC(=O)CN2CCC(NC(=O)c3cc(OC)c(OC)c(OC)c3)CC2)c1
 : 31 | -7 | -9 | -1 | 0[fluorescence artefact?] | -26 | 2 | 5 | -0.43
O=C(C1CCN(c2nnc(-n3cccc3)s2)CC1)N1CCc2ccccc2C1
 : -18 | 14 | 11 | 3 | 1 | 37 | -4 | 8 | nt
CCOc1nc(-c2ccc(OC)cc2)ccc1-c1noc(-c2cc(OC)c(OC)c(OC)c2)n1
 : 3 | 1 | -1 | -5 | 9[fluorescence artefact?] | -7 | 6 | 1 | -0.37
O=C(O)C1CCCCC1C(=O)Nc1nc(-c2cccs2)cs1 (configuration not stated)
 : -6 | 51 | 15 | 1 | -9 | -26 | -2 | -3 | 0.26
CCCCCc1c(C)nc(N2CCc3ccccc32)[nH]c1=O
 : 21 | -3 | 2 | -8 | 0 | -24 | 11 | -4 | -0.36
COc1ccc(C(=O)c2sc(Nc3cccc(OC)c3)c(C(=O)Nc3cccc(C)c3C)c2N)cc1
 : -17 | -10 | -16 | -4 | nt | -17 | 2 | -1 | -0.66
O=[N+]([O-])c1cc(/C=N/O)ccc1SCc1ccccc1Cl
 : -5 | -30 | 6 | 2 | nt | -12 | 0 | 6 | -0.64
CNc1nnc(CSc2nc3ccccc3s2)s1
 : -6 | 9 | -16 | 1 | -6 | -22 | 1 | 0 | -0.22
Cc1cccc(NC(=O)C2CCCN(S(=O)(=O)c3cccc4nsnc34)C2)c1 (configuration not stated)
 : nt | -26 | -9 | -5 | 23[fluorescence artefact?] | -41 | 8 | 94* | -0.94
O=C(COC(=O)COc1ccccc1Cl)Nc1ccccc1OC(F)F
 : -17 | -3 | -14 | 11 | nt | 4 | -16 | 1 | 0.68
CC1(C)Cc2ccccc2C2CC(O)C(=O)N21 (configuration not stated)
 : 29 | -7 | 0 | 6 | -7 | -6 | -10 | 2 | 0.37
O=c1c2ccccc2nc(-c2ccccc2)n1CCCN1CCOCC1
 : -14 | 7 | 24 | 8 | 1 | -10 | -8 | -3 | 1.4
COC(=O)c1c(NC(=O)C2CC2)sc2c1CCN(C(C)=O)C2
 : -3 | 12 | 6 | -10 | -6 | -16 | 7 | -4 | nt
COc1ccc(C(=O)/C=C/Nc2c(C)n(C)n(-c3ccccc3)c2=O)cc1OC
 : -17 | -4 | 6 | -7 | nt | -15 | 5 | -10 | -0.94
N#Cc1ccc(-n2c(-c3ccccc3)nnc2-c2ccccc2)cc1C#N
 : 13 | -28 | -54 | 0 | -12 | -37 | 0 | 2 | -2
CCCCN(CC)CCCNC(=O)c1cc2cc3ccc(OC)cc3nc2o1
 : -25 | -14 | 10 | -12 | -2 | -27 | 10 | 1 | 0.21
c1ccc(Cc2cc(-c3ccccc3)on2)cc1
 : 13 | -5 | -1 | 14 | -5 | -8 | -15 | 1 | -1.4
O=C(NCCCn1ccnc1)c1noc2c1CCc1ccccc1-2
 : -6 | -22 | 1 | 4 | -3 | -2 | -7 | 8 | -0.08
CC1CCN(S(=O)(=O)c2ccc3c(c2)c(=O)c(C(=O)NC2CCCC2)cn3C)CC1
 : -15 | 2 | 6 | -6 | 12[fluorescence artefact?] | 34 | 7 | 3 | -0.26

Some of the entries so far, in CSV form.
SMILES,F-actin modifier,HUVEC tox IL1B,VCAM1 TNFa inh,PTPN22 act,ERa coact inh,TNFa cytotox,LYP inh 2,FAK inh,PTK2B oligo ant
O=[N+]([O-])c1cc(/C=N/O)ccc1SCc1ccccc1Cl,-5,-30,6,2,nt,-12,0,6,-0.64
CNc1nnc(CSc2nc3ccccc3s2)s1,-6,9,-16,1,-6,-22,1,0,-0.22
Cc1cccc(NC(=O)C2CCCN(S(=O)(=O)c3cccc4nsnc34)C2)c1 (configuration not stated),nt,-26,-9,-5,23[fluorescence artefact?],-41,8,94*,-0.94
O=C(COC(=O)COc1ccccc1Cl)Nc1ccccc1OC(F)F,-17,-3,-14,11,nt,4,-16,1,0.68
CC1(C)Cc2ccccc2C2CC(O)C(=O)N21 (configuration not stated),29,-7,0,6,-7,-6,-10,2,0.37
O=c1c2ccccc2nc(-c2ccccc2)n1CCCN1CCOCC1,-14,7,24,8,1,-10,-8,-3,1.4
COC(=O)c1c(NC(=O)C2CC2)sc2c1CCN(C(C)=O)C2,-3,12,6,-10,-6,-16,7,-4,nt
COc1ccc(C(=O)/C=C/Nc2c(C)n(C)n(-c3ccccc3)c2=O)cc1OC,-17,-4,6,-7,nt,-15,5,-10,-0.94
